Bioassay records as filed in PubChem.
GLS inh: qHTS for Inhibitors of Glutaminase (GLS) | Glutaminase kidney isoform, mitochondrial (Homo sapiens), O94925 | GLS enzymatic activity, qHTS titration | Potency, µM (highest dose often 45.5 µM), inactives show at the highest dose activity change, negative = inhibition, most hits filed as inhibitors | hit rate 0.21% among 410,000 | AID 624170, 2012; note: potency is the fitted concentration of half-maximal effect; % is set by controls: 0 for no effect and ±100 for the full control effect
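hKGA in 45 mM KH2PO4 (pH 8.2), 0.02% Tween-20 with compound, then 1mM L-Glutamine (stock as added) plus glutamate oxidase/HRP/Amplex red coupling mix. Fluorescence read initially and after 30 min at RT; signal change reflects glutamate formation.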
RGS4 inh: Inhibitors of Regulator of G Protein Signaling (RGS) 4: qHTS. Regulator of G-protein signaling 4 (Homo sapiens), P49798. Transcreener GDP fluorescence polarization, RGS4-accelerated GTP hydrolysis. Potency, µM (highest dose often 114 µM), inactives show at the top dose activity change, negative = inhibition, most hits filed as inhibitors. hit rate 0.039% among 390,000; note: potency is the fitted concentration of half-maximal effect; % is set by controls: 0 for no effect and ±100 for the full control effect; nearly all actives have a fitted effect of over 75% in size; some results filed as inactive show a strong effect at the top dose
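MLSMR compounds (23 nl, pin-transferred) preincubated 10 min at room temperature with a 500nM (2x) first reagent, then RGS4 at 900nM (2x) plus Transcreener GDP mix added; fluorescence polarization (620/688 nm) read before and after 90 min at 30 °C.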
G9a block: qHTS Assay for Inhibitors of Histone Lysine Methyltransferase G9a. Histone-lysine N-methyltransferase EHMT2 (Homo sapiens), Q96KQ7. G9a H3K9 monomethylation, AlphaScreen, 2 h. Potency, µM (doses to about 102 µM), without a hit: at the top dose activity, negative = inhibition, hits mostly inhibitors. hit rate 8.8% among 350,000. AID 504332, 2011; note: potency is the fitted concentration of half-maximal effect; % is set by controls: 0 for no effect and ±100 for the full control effect; nearly all actives have a fitted effect of over 75% in size
Target sequence (Q96KQ7 913-1193 limits assumed): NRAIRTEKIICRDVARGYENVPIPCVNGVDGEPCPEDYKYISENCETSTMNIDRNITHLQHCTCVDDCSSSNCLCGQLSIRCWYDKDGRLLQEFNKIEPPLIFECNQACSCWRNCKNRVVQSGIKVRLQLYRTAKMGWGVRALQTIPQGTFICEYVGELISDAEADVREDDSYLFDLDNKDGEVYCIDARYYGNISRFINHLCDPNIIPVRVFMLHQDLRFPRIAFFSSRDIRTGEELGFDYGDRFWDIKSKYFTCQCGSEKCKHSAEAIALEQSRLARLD
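Readings reflect AlphaScreen signal from monomethyl-H3K9 antibody detection. HMT at 20 nM; substrate b-H3K9 500 nM; cofactor SAM 20 uM; 2 h RT reaction; compounds tested as titrations in qHTS with 15 min preincubation.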
BAZ2B block: qHTS Assay for Inhibitors of BAZ2B; AlphaScreen BAZ2B-H3K14Ac peptide displacement; Potency, µM (highest dose often 114 µM), inactives show at the top dose activity change, negative = inhibition, most hits filed as inhibitors; hit rate 4.4% among 360,000; AID 504333, 2011; note: potency is the fitted concentration of half-maximal effect; % is set by controls: 0 for no effect and ±100 for the full control effect; nearly all actives have a fitted effect of over 60% in size
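AlphaScreen displacement: compounds (up to 110uM) incubated 30 min at room temperature with a preformed 50 nM BAZ2B/50 nM biotinylated H3K14Ac peptide complex in PBS pH 7.4 with Tween-20. Donor and acceptor beads at 10 ug/mL final added, 20 min light-protected before reading.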
PI4K2A block: qHTS for small molecular inhibitors of PI4K2A. purified PI4K2A, ADP-Glo luminescence, 1 h; stronger effect = lower value. activity change, negative = inhibition, % at 76.9 µM. hit rate 0.13% among 420,000; in the data active = activity change below about -50%; inconclusive = mostly about -30% to -49%;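 note: -100% = wells without enzyme as full effect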
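Compounds are screened against recombinant PI4K2A using PI as substrate and ATP, the latter dispensed at 300 microM. Reactions run one hour at ambient temperature before ADP-Glo detection; full inhibition defined by wells lacking enzyme.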
ERG Ets-DNA blk: qHTS for Small Molecule Inhibitors of the ERG Ets/DNA interaction; Transcriptional regulator ERG (Homo sapiens), P11308; fluorescence polarization, His-ERG Ets domain / labelled DNA; Potency, µM (top dose mostly 76.9 µM), for the others: top-dose FP activity, negative = inhibition, most hits filed as inhibitors; hit rate 0.028% among 370,000; active = well fitted inhibition curve with a large enough effect in the polarisation, with a control signal flat; inconclusive = small, poorly fitted or top-dose-only effect, or effect the other way, or a change in a side signal; inactive = no such curve, though single readings can be large or run the other way; the % refers to the polarisation;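 note: polarization taken with two DNA probes labelled with fluorescein and Texas red; potency is the fitted concentration of half-maximal effect; % of control where 0% means no effect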
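His-tagged ERG Ets domain (1 uM in the protein solution; 300mM KCl, 50mM Tris-HCl, 1mM EDTA, 1mM DTT, pH 7.5) received compound, then a probe mix of 5 nM fluorescein-DNA and 100nM Texas-615-DNA. Fluorescence polarization was read for both dyes.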
HP1b chromo inh: HTS for Inhibitors of HP1-beta Chromodomain Interactions with Methylated Histone Tails | AID 540317, 2011 | AlphaScreen HP1-beta / biotin-H3K9me3 peptide binding | Potency, µM (top dose mostly 114 µM), for the others: at the highest dose activity change, negative = inhibition, most hits filed as inhibitors | hit rate 0.56% among 390,000; note: potency is the fitted concentration of half-maximal effect; nearly all actives have a fitted effect of over 70% in size; inactives centre near 23
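Compound inhibition of the preformed complex between 50 nM HP1-beta and 50 nM biotinylated H3K9me3 peptide was read by AlphaScreen. Buffer was PBS pH 7.4 with 0.01% Tween-20. Incubations ran 30 min at room temperature, with 10 ug/mL donor/acceptor beads.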
JMJD2A Tudor: qHTS Assay for Inhibitors of JMJD2A-Tudor Domain; AID 504339, 2011; hit rate 4.4% among 390,000; Potency, µM (series often up to 114 µM), inactives show at the top dose activity change, negative = inhibition, hits mostly inhibitors; AlphaScreen JMJD2A-Tudor / H3K4me3 peptide binding; Lysine-specific demethylase 4A (Homo sapiens), O75164; note: potency is the fitted concentration of half-maximal effect; % is set by controls: 0 for no effect and ±100 for the full control effect; nearly all actives have a fitted effect of over 50% in size
12-LOX inh: Primary qHTS assay for inhibitors of human arachidonate 12S-lipoxygenase (ALOX12): Round 2; Polyunsaturated fatty acid lipoxygenase ALOX12 (Homo sapiens), P18054; purified 12hLO, xylenol orange hydroperoxide absorbance; Potency, µM (titrated, usually from 108 µM), inactives show at the highest dose activity change, negative = inhibition, actives largely listed as inhibitors; hit rate 1.1% among 580,000; AID 1671190, 2021; note: potency is the fitted concentration of half-maximal effect; % is set by controls: 0 for no effect and ±100 for the full control effect
Target sequence (P18054 whole entry, looked up): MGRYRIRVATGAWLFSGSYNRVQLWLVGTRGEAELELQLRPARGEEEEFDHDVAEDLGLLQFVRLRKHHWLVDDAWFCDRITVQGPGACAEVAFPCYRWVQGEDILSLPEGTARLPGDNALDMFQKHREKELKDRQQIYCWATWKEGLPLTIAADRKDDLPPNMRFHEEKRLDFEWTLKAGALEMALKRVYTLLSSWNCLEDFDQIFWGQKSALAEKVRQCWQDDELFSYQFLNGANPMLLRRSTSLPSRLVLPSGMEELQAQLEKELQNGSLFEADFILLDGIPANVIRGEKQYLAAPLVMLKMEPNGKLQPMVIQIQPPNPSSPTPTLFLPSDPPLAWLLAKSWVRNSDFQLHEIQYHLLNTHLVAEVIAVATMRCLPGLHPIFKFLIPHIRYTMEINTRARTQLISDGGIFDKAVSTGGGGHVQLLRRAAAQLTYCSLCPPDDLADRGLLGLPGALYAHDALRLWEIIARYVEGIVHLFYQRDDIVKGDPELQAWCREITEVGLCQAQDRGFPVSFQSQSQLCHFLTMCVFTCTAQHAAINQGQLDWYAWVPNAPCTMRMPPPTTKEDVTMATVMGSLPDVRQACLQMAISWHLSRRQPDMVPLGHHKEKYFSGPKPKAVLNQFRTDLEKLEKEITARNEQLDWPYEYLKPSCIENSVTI
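Hydroperoxide product was detected by ferrous iron/xylenol orange as the 573 to 405 nm absorbance ratio. Arachidonic acid at 40 uM (final) was turned over for 30 min at room temperature by 150 nM human 12hLO, pH 7.0 Hepes buffer, after 15 min compound preincubation.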
* hit, by the source's call; ? = inconclusive; · = no result given; [ ] = another dose, or the depositor's remark. Unless noted, calls come from the whole dose curve; as a rule, active = well fitted curve in the direction sought with a large enough effect; inconclusive = small, poorly fitted or top-dose-only effect, or another doubt; inactive = no such curve, though single readings can be large; an effect the other way counts as inactive or inconclusive. Some of the compounds tested (hit frequency here may not be typical).

SMILES	GLS inh	RGS4 inh	G9a block	BAZ2B block	PI4K2A block	ERG Ets-DNA blk	HP1b chromo inh	JMJD2A Tudor	12-LOX inh
O=S1(=O)CC(O)C(N2CCC(c3ccccc3)CC2)C1 (stereo unspecified)	1.2%	26.1%	4.6%[59 µM]	-1.1%	2.8	·	7.2%	-6.4%	8.7%
CN(C)c1ccc(/C=N/Nc2cccc(C(=O)O)c2)cc1	24.5%	?	7.94µM*	?	1.0	-10.1%	31.4%	?	?
Cc1ccc(-c2nnn(CC(=O)N(Cc3ccccc3)C(C(=O)NC(C)(C)C)c3ccncc3)n2)o1 (stereo unspecified)	-1.0%	-40.8%	1.6%[2.33 µM]	-34.9%	7.4	-10.0%	23.1%	-15.7%	-20.3%
COCC1CCCN(Cc2nc(-c3ccc4c(c3)OCO4)no2)C1 (stereo unspecified)	-4.7%	14.6%	15.5%	5.1%	-3.3	0.5%	27.8%	-6.9%	?
CCOc1ccccc1N1CCN(CC(=O)Nc2ccnn2C2CCCC2)CC1	14.5%	11.4%	-0.4%[2.33 µM]	-15.9%	7.4	3.7%	25.4%	1.0%	5.2%
O=C(NC(=S)N(Cc1ccccc1)Cc1ccccc1)c1ccccc1F	15.8%	?	24.4%	?	-2.3	6.8%	42.0%[activator]	?	-0.8%
CC(C)CC(=O)Nc1ccc(F)c(Cl)c1	9.6%	14.4%	16.4%	20.9%	2.6	3.0%	17.1%	3.0%	-14.9%
COCc1ccc(CN2CCCC(C(=O)Nc3ccccc3-c3ccc(OC)cc3)C2)o1 (stereo unspecified)	-0.3%	-12.6%	·	?	6.9	-1.4%	11.9%	-28.3%	0.0%
CCCn1c(SCC(=O)NCc2ccc(C)cc2)n[nH]c1=O	8.5%	21.2%	1.6%	-2.0%	-0.8	-3.2%	21.3%	-7.5%	-13.1%
Cc1sc(NC(=O)c2ccccc2)c(C(=O)NCCN(C)C)c1C	25.9%	9.1%	0.0%	-8.6%	1.2	6.2%	-3.4%	-24.6%	-9.3%
N#CC1=C(N)Oc2cc3c(cc2C1c1ccc(Cl)cc1)OCO3 (stereo unspecified)	3.9%	-11.0%	-7.2%[12.7 µM]	-28.7%	-1.9	·	6.7%	-35.4%	?
COc1ccc(-c2cc(OC(=O)c3cccc(Cl)c3)c3c(C)oc(C)c3c(=O)c2)cc1	21.7%	-40.5%	14.1µM*	50.1µM*	0.6	5.9%	0.9%	?	?
Cc1cccc(Nc2ncnc3nc[nH]c23)c1	-1.4%	13.9%	15.1%[59 µM]	-4.4%	-12.7	-3.7%	43.5%	-15.6%	26.1%
COc1cccc(/C=N\Nc2nncc(-c3ccccc3)n2)c1	-4.5%	5.1%	7.6%[0.0925 µM]	-5.0%	1.7	-4.9%	24.0%	-3.2%	10.5%
CN(C)CCNC(=O)C(=O)c1c(-c2ccccc2)cc2ccccn12	2.5%	-9.6%	12.4%	-8.1%	0.1	19.7%	0.4%	-0.7%	-9.8%
Cc1ccc2nc3c(cc2c1)c(NC(=O)c1ccccn1)nn3CC(C)C	·	30.0%	313.9%[activator]	?	2.6	1.8%	22.6%	14.7%	0.0%
O=C(COc1cccc(C(F)(F)F)c1)NCCCN1CCCC1=O	0.1%	14.1%	-26.4%[59 µM]	-7.4%	-0.4	8.0%	14.2%	-12.2%	-7.5%
COc1ccccc1Nc1nc(C)c(C(=O)Nc2ccccc2)s1	-1.0%	-10.1%	50.1µM*	-31.7%	2.9	15.9%	9.5%	-31.2%	-24.4%
O=C(Nc1ccccc1)/C(=C/c1ccc([N+](=O)[O-])cc1)NC(=O)c1ccco1	-15.2%	-10.6%	17.8µM*	-23.2%	-3.1	-0.2%	19.4%	1.4%	-16.7%
CCOC(=O)C(CC)n1cnc2sc3c(c2c1=O)CCC3 (stereo unspecified)	-6.7%	-19.5%	5.7%[12.7 µM]	-10.7%	3.6	-2.2%	23.1%	5.1%	147.4%[activator]
Cc1cc(C(=O)COc2cccc([N+](=O)[O-])c2)c(C)n1C1CC1	3.0%	-15.4%	-5.9%[12.7 µM]	?	3.6	3.2%	-6.1%	-31.8%	-11.2%
CC(CCc1ccccc1)NC(=O)Cc1ccc([N+](=O)[O-])cc1 (stereo unspecified)	6.4%	?	-11.2%[59 µM]	0.2%	-0.1	-2.1%	?	-33.3%[57.1 µM]	?
c1ccc(-c2nc(-n3nc4ccccc4n3)nc3ccccc23)cc1	9.7%	-4.1%	-3.9%	-14.2%	1.3	2.1%	44.6%[activator]	-10.9%	15.0%
Cc1ccc(NC(=O)c2ccc(CNS(=O)(=O)c3cccc(C(F)(F)F)c3)cc2)cc1	7.3%	?	-2.7%[59 µM]	2.8%	-6.9	-0.2%	12.1%	-12.4%	12.5%
O=C(NC1CCCCC1)c1c[nH]c2ccc(S(=O)(=O)Nc3ccccc3F)cc2c1=O	2.6%	-9.2%	-29.2%[59 µM]	·	-3.5	13.4%	52.9%[activator]	-16.3%	?

Looked up one by one from the list above (two):
SMILES	GLS inh	RGS4 inh	G9a block	BAZ2B block	PI4K2A block	ERG Ets-DNA blk	HP1b chromo inh	JMJD2A Tudor	12-LOX inh
CC(C)CC(=O)Nc1ccc(F)c(Cl)c1	9.6%	14.4%	16.4%	20.9%	2.6	3.0%	17.1%	3.0%	-14.9%
CN(C)CCNC(=O)C(=O)c1c(-c2ccccc2)cc2ccccn12	2.5%	-9.6%	12.4%	-8.1%	0.1	19.7%	0.4%	-0.7%	-9.8%

(list continues)
SMILES	GLS inh	RGS4 inh	G9a block	BAZ2B block	PI4K2A block	ERG Ets-DNA blk	HP1b chromo inh	JMJD2A Tudor	12-LOX inh
CCCCN(CCCC)C(=O)c1sc2nc(N3CCOCC3)c3c(c2c1N)CCCC3	8.8%	?	44.7µM*	6.7%	-3.5	12.4%	20.9%	-25.8%	22.4%
Cc1nc(C(=O)N2CCOCC2)sc1C1(C)CC(c2ccccc2)=NO1 (stereo unspecified)	0.7%	21.7%	8.8%[59 µM]	0.6%	1.2	3.2%	21.6%	-21.0%	6.8%
Cc1noc(C)c1C(=O)OCC(=O)NCc1ccc(Cl)cc1	0.6%	15.7%	13.2%[12.7 µM]	-0.2%	4.6	10.0%	37.9%	-3.7%	358.6%[activator]
COc1ccc(CCN2C(=O)C(O)=C(C(=O)c3ccco3)C2c2cccs2)cc1OC (stereo unspecified)	16.4%	-6.9%	-49.4%[0.0925 µM]	?	12.2	7.9%	-4.0%	?	?
O=C(NCCCN1CCCC1=O)c1cncc(Br)c1	1.2%	32.8%	2.8%[12.7 µM]	2.7%	9.4	8.8%	11.9%	-5.3%	0.0%
COC(=O)c1sc(NC(=O)/C=C/c2ccc(C)o2)nc1C	2.9%	-7.1%	?	8.2%	-2.3	-2.5%	27.3%	-7.0%	?
CCCC(=O)NC(=S)Nc1ccc(NC(=O)C(C)C)c(OC)c1	22.7%	24.9%	?	-1.1%	-0.9	5.6%	40.8%	-9.5%	-10.9%
COc1cccc(C(c2nnnn2CS(=O)(=O)c2ccc(C)cc2)N2CCN(C)CC2)c1OC (stereo unspecified)	-9.4%	-2.0%	0.7%	-3.2%	3.1	-11.3%	45.9%[activator]	7.9%	-3.6%
COc1cc(C(=O)NNC(=S)NCc2ccco2)cc(OC)c1OC	-3.1%	-44.9%	56.2µM*	-20.5%	-4.2	12.5%	33.4%	2.4%	0.0%
O=C(OCC(=O)c1ccc(Cl)s1)c1ccc(CO)cc1	2.2%	10.0%	7.7%[0.501 µM]	13.8%	-1.7	4.1%	12.4%	-9.6%	?
CCOc1ccccc1NC(=O)C1CCN(S(=O)(=O)c2ccc3[nH]c(=O)ccc3c2)CC1	-7.1%	7.2%	13.6%[59 µM]	1.4%	-9.8	-7.2%	10.5%[57 µM]	-11.6%	-8.5%
O=C(Cc1c[nH]c2ccccc12)N/N=C/c1ccccc1O	-5.4%	8.2%	-13.0%	-7.9%	-1.4	-3.1%	35.5%	-2.0%	-19.0%
CCN1C[C@@H]2[C@@H]3C(=O)N(C)C(=O)[C@@H]3[C@](C)(C1=O)N2C(=O)c1ccc(Br)cc1	0.7%	13.5%	·	·	-1.0	4.9%	35.9%	-2.1%	-4.2%
CCN(CC)CCNC(=O)c1ccc(NC(=O)Cc2cccc3ccccc23)cc1	-6.5%	7.1%	?	-9.2%	-8.4	5.5%	10.2%	-20.9%	-27.4%
CCn1c(=O)n(CC)c2cc(NC(=O)C(C)c3ccccc3)c(Br)cc21 (stereo unspecified)	-1.7%	-13.8%	-48.5%	?	0.8	-5.7%	8.7%	-13.6%	-20.7%
CN(CC(=O)Nc1ccc(Cl)c(C(F)(F)F)c1)C(=O)c1ccc(N2CCOCC2)c([N+](=O)[O-])c1	10.0%	2.7%	31.6µM*	-35.7%	-5.3	11.2%	?	?	?
